Compound activity as filed in PubChem.
Hep lipid drop: modulators of hepatic lipid droplet formation; AID 1656; 0.4% of 240,000 active; inhibition, % at 6.5 µM; AML12 mouse hepatocytes, oleate lipid droplets, BODIPY imaging;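 active = lipid droplet intensity inhibited by at least 50%, with more than 500 cells counted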
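Technique: fluorescence imaging, 20x objective, two fields per well / Assay system: AML12 hepatocytes (mouse) / Measure: % inhibition of lipid droplet signal / Doses: 6.5 µM single-point dosing / Incubation: overnight exposure / Reagent: 100 µM oleic acid challenge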
LYP inhibition: PTPN22 lymphoid phosphatase activity blockers – biochemical, fluorescence intensity, uHTS (AID 1779); recombinant LYP phosphatase, fluorescence intensity; higher % means a stronger effect; one-dose inhibition, % at 11.5 µM; IC50 in µM for titrated hits; 0.054% of 290,000 active; in the data active = inhibition above about 50%;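 also: plate controls were vehicle with enzyme for no effect and no enzyme for full effect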
Large T inhibition: TAg ATPase/helicase activity blockers – biochemical (AID 1903); SV40 large T antigen ATPase/helicase inhibition assay; higher % means a stronger effect; one-dose inhibition, % at 20 µM; IC50 in µM for titrated hits; 0.39% of 310,000 active; in the data active = a potency from the dose series; also: strong numbers were not always called active
T cell modulator: T cell immune modulators affecting CD8 T cell-vesicle binding; 2C CD8+ T cell-vesicle binding, flow cytometry; hits give low values; calls only at 7 µM; 0.068% of 330,000 active;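 active = response, share of CD8 T cells binding vesicles, and their 90th percentile fluorescence all below set limits, cut at about 80% in these data, passing the limit was not always enough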
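Benchmarks: naked versus QL9-loaded vesicles / Assay system: purified 2C TCR transgenic mouse naive CD8+ T cells / Technique: high-throughput flow cytometry with anti-B7-1 and anti-CD8 staining / Timing: Cell–vesicle co-incubation 1.5 h at 37 °C, staining 20 min on ice / Read-out: percent CD8+ FL2 mean versus row control / Probe or stimulus: QL9-loaded Drosophila micro-vesicles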
NTR1 agonist: NTR1-driven beta-arrestin-GFP spot formation – imaging, U2OS cells, high content, primary screen (AID 493036); P30989; agonist mode; activation, % at 20 µM; 0.17% of 330,000 active;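 active = activation at or above 40% of the spot to cytoplasm intensity ratio, with at least 20 cells analyzed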;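 also: 0% = DMSO without peptide and 100% = 100 nM NTR1 peptide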
Target sequence (P30989 whole entry, looked up): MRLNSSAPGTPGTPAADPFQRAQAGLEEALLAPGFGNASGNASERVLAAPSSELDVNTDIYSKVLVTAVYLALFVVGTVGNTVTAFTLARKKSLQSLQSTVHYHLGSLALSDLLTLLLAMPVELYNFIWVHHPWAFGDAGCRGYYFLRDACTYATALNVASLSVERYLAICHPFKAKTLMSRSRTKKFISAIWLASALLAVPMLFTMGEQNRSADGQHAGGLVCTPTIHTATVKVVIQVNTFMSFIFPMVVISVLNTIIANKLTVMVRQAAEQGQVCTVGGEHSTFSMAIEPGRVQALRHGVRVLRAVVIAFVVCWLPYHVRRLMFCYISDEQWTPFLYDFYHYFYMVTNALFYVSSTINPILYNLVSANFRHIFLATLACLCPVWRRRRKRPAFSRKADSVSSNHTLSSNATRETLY
GPR55 beta-arrestin: selective activators of receptor GPR55 – imaging, U2OS cells, beta-arrestin-GFP redistribution, primary screen (AID 1961) | 0.048% of 290,000 active | one-dose activation, % at 10 µM; EC50 in µM for titrated hits | U2OS GPR55 beta-arrestin-GFP redistribution imaging; higher % means a stronger effect;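 active = activation above 40% with more than 50 cells counted in the well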;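 also: U2OS osteosarcoma cells stably expressing GPR55 and beta-arrestin-GFP; plate controls were DMSO negative control for no effect and LPI positive control for full effect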
GPR35 antagonists: GPR35 antagonists blocking zaprinast-driven arrestin recruitment, primary screen, imaging, U2OS, beta-arrestin-GFP, zaprinast agonist (AID 2058). one-dose inhibition, % at 10 µM; IC50 in µM for titrated hits. U2OS GPR35 beta-arrestin-GFP translocation imaging, zaprinast antagonism; higher % means a stronger effect. 0.052% of 290,000 active;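 active = inhibition of at least 50% with at least 30 cells and total cytoplasm GFP at most 10,000,000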
GPR55 antagonists: GPR55 antagonists blocking LPI-driven arrestin recruitment, primary screen, imaging, U2OS, beta-arrestin-GFP, LPI agonist (AID 2013); U2OS GPR55 beta-arrestin-GFP translocation imaging, LPI antagonism; higher % means a stronger effect; inhibition, % at 10 µM; hits with a dose series show IC50 in µM; 0.13% of 290,000 active;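 active = spots per cell inhibited over 60%, with over 100 cells counted and total cytoplasm intensity under 500,000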;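 also: U2OS cells stably carrying GPR55 and arrestin-GFP stimulated by 5 µM LPI near EC80; imaged beta-arrestin-GFP aggregate spots per cell after agonist stimulation; plate controls were LPI-stimulated DMSO wells for no effect and DMSO wells without LPI for full effect; some results filed as inactive read as strong as hits; confirmed hits need IC50 under 10 µM and bright autofluorescent wells are also inconclusive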
MgcRacGAP inhibition: MgcRacGAP GTPase-activating activity inhibitors, confirmation, biochemical, ADP Hunter fluorescence; MgcRacGAP-stimulated Rac1 GTP hydrolysis, ADP Hunter fluorescence; higher % means a stronger effect; GST-tagged Rac1 F28L mutant substrate; inhibition, % at 30 µM, or IC50 in µM where a hit was titrated; 0.6% of 340,000 active; AID 624330;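 active = first-screen hits whose inhibition reached a set limit at any dose in the follow-up dose series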;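 also: fluorescence reports GDP produced by GAP-driven GTP hydrolysis; strong numbers were not always called active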
Hep lipid drop cells 6.5 µM: second read-out of Hep lipid drop, no call of its own (marks repeat the call); cell count; measured here: cell count, cytotoxicity flag;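 cells counted across two imaged fields per well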
T cell modulator vesicle-bound %: also measured in T cell modulator; calls as there; double positive events, %; measured here: CD8+ vesicle-bound cell fraction;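 binding gate set so that unloaded-vesicle control wells show 10% double positive cells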
NTR1 agonist cell count 20 µM: second read-out of NTR1 agonist, no call of its own (marks repeat the call); cell count; measured here: cell count, cytotoxicity flag
* marks the source's active call; other numbers are inactive results; i = inactive; . = not tested or not shown.

| SMILES | Hep lipid drop | Hep lipid drop cells 6.5 µM | LYP inhibition | Large T inhibition | T cell modulator | T cell modulator vesicle-bound % | NTR1 agonist | NTR1 agonist cell count 20 µM | GPR55 beta-arrestin | GPR35 antagonists | GPR55 antagonists | MgcRacGAP inhibition |
| --- | --- | --- | --- | --- | --- | --- | --- | --- | --- | --- | --- | --- |
| CC(C)c1ccc(/C=C/C(=O)Nc2nc3ccc([N+](=O)[O-])cc3s2)cc1 | . | . | 1.1% | -0.2% | i | 31.4 | -0.5 | 93 | 0.2% | 4.7% | 0.3% | -4.8% |
| COc1ccc(-n2nc(C(=O)O)cc2-c2ccccc2)cc1 | -0.1 | 785 | -9.3% | 20.7% | i | 55.3 | -0.9 | 70 | 0.0% | 5.9% | 7.3% | 11.6% |
| CCN(CC)c1ccc(NC(=O)C2CCCN(S(=O)(=O)c3cccnc3)C2)c(C)c1 (stereo not given) | . | . | -7.0% | 30.8% | i | 22.6 | 3.9 | 55 | -0.2% | 20.0% | -19.5% | 10.2% |
| N#C/C(=C/c1cn(CC(=O)O)c2ccccc12)C(=O)NCc1ccccc1 | -2.4 | 753 | -2.8% | -3.0% | i | 22.9 | -0.5 | 46 | 0.2% | -3.8% | -1.8% | 1.3% |
| O=c1[nH]c(=O)c2cn[nH]c2[nH]1 | . | . | . | 17.7% | i | 46.2 | 1.4 | 53 | . | . | . | 5.8% |
| CCCCn1c(N)c(N(CCOC)C(=O)c2cc3c(s2)CCC3)c(=O)[nH]c1=O | . | . | . | 26.0% | i | 31.2 | 0.2 | 65 | . | . | . | 11.2% |
| O=C(O)c1ccc(NC(=O)c2cccc(C(=O)Nc3ccc(C(=O)O)cc3)n2)cc1 | -3.3 | 820 | -7.0% | 4.3% | i | 41.5 | 0.0 | 68 | 0.2% | -14.4% | 12.3% | 8.9% |
| Cc1c(C(=O)c2ccc(Cl)cc2[N+](=O)[O-])c2ccccn2c1CCC#N | -51.3 | 744 | -0.4% | 3.7% | i | 41.2 | 0.1 | 43 | -0.1% | -1.0% | 12.4% | -1.4% |
| COCCCn1c(=S)[nH]c2c(sc3ccccc32)c1=O | 19.6 | 744 | -6.5% | 9.2% | i | 32.9 | 2.1 | 65 | -0.4% | -10.1% | -3.0% | 21.0% |
| CN1CCN(C(c2cccs2)c2nnnn2Cc2ccc(F)cc2)CC1 (stereo not given) | -0.7 | 733 | -11.0% | . | i | 57.1 | -0.5 | 44 | -0.1% | 14.1% | 15.9% | -0.8% |
| O=C(Nc1sc2c(c1C(=O)NCCCO)CCCC2)c1ccccc1 | . | . | -5.3% | -1.3% | i | 45.5 | 7.1 | 39 | 1.2% | -10.7% | 3.4% | 12.6% |
| CC(=O)c1cccc(NC(=O)CCCN(C)S(=O)(=O)c2ccc(F)cc2)c1 | 18.5 | 766 | -16.5% | 20.1% | i | 23.6 | -0.9 | 38 | 0.3% | -11.6% | 3.6% | 2.2% |
| COc1cc(/C=N/Nc2nc(C)cc(C)n2)cc(OC)c1OC | -0.2 | 885 | -8.9% | -2.3% | i | 54.3 | 0.9 | 61 | -0.1% | 3.1% | -9.5% | 18.6% |
| Cc1c(Cl)ccc2sc(NC(=O)C3CC3)nc12 | 24.2 | 710 | -5.6% | 12.6% | i | 48.9 | -1.7 | 54 | 0.0% | 4.3% | -0.1% | 1.3% |
| CC(NC(=O)Cc1ccccc1)c1nc2ccccc2[nH]1 (stereo not given) | -0.8 | 748 | 2.9% | 9.2% | i | 16.9 | -0.4 | 99 | -0.1% | -19.9% | -2.4% | 5.7% |
| CCc1nn(CC(=O)N2CCN(c3ccc(OC)cc3)CC2)c(=O)c2cc3occc3n12 | -14.4 | 669 | -5.5% | 17.3% | i | 24.1 | -0.5 | 72 | 0.0% | 3.2% | 5.8% | 13.0% |
| CCC(=O)Nc1cc2nn(-c3ccc(C)cc3)nc2cc1C | -13.8 | 659 | -9.0% | 9.9% | i | 50.1 | -0.8 | 51 | 0.1% | 1.7% | -6.8% | -1.3% |
| COc1ccc(F)cc1CN1CCN(c2ncnc3scc(-c4ccccc4)c23)CC1 | 56.2* | 662* | -7.2% | 6.0% | i | 30.7 | 6.0 | 45 | -0.2% | -5.8% | 10.6% | . |
| COc1ccc(S(=O)(=O)N(CCc2ccccc2)CC(=O)N2CCOCC2)cc1 | . | . | -11.5% | -4.3% | i | 36.7 | 1.8 | 88 | -0.1% | -1.7% | 14.3% | 7.0% |
| COCCOC(=O)C1=C(C)NC(=O)NC1c1c(Cl)nc2ccccn2c1=O (stereo not given) | 9.6 | 678 | -3.9% | 4.7% | i | 21.9 | 1.0 | 60 | 0.5% | 11.5% | 8.1% | 3.4% |
| COc1cc(NS(=O)(=O)c2ccc(F)cc2)c(OC)cc1NC(=O)C1CC1 | . | . | -5.3% | 5.5% | . | . | . | . | -0.2% | 11.9% | 3.9% | . |
| CCCc1c(O)nc(SCC(=O)NCc2ccco2)[nH]c1=O | 20.5 | 695 | -3.8% | 2.5% | i | 52.3 | 0.0 | 32 | -0.3% | -14.7% | 1.2% | 3.6% |
| CCOc1ccc(S(=O)(=O)N(CC(=O)N/N=C/c2cccs2)c2ccc(C)cc2)cc1 | -25.0 | 726 | 17.3% | -4.3% | i | 47.0 | 4.8 | 56 | -0.3% | -5.5% | -1.9% | 2.8% |
| CC(C)CCCN1C(Nc2ccccc2)=NC[C@@H]1Cc1ccccc1 | -4.2 | 799 | -0.7% | 5.0% | i | 22.7 | 2.7 | 108 | -0.2% | -6.7% | -5.2% | 9.8% |
| CCCCN(C)CCCNC(=O)c1cn(CC)c2ccc(S(=O)(=O)N3CCc4ccccc4C3)cc2c1=O | -0.1 | 695 | -3.8% | -1.5% | i | 36.0 | 6.0 | 38 | 0.0% | 7.0% | 1.4% | 3.4% |
| COc1ccc2nc(SCC(=O)NC(C)C)[nH]c2c1 | -6.0 | 574 | -3.8% | 3.4% | i | 21.5 | -1.4 | 83 | 0.6% | -3.6% | 6.6% | -4.9% |
| Cc1ccc2nc(C(=O)N3CCc4c([nH]c5ccccc45)C3c3ccccn3)cn2c1 (stereo not given) | 8.5 | 598 | 4.2% | -1.7% | i | 17.8 | 3.9 | 54 | -0.1% | 12.5% | 0.3% | 9.9% |
| Cc1cccc(C(=O)N/C(=C\c2ccco2)C(=O)N2CCCC2)c1 | -10.4 | 725 | -4.4% | -0.1% | i | 23.2 | 0.7 | 51 | 0.2% | -9.3% | -8.8% | -5.4% |
| COc1ccc(COC(=O)NNC(=O)c2ccccc2Cl)cc1 | 7.8 | 754 | 3.4% | -13.1% | i | 55.7 | 1.1 | 58 | -0.2% | -7.2% | 0.4% | 7.9% |
| CCOC(=O)CNC(=O)CSc1nnnn1-c1cc(C)ccc1C | -21.5 | 676 | 0.5% | 7.1% | i | 37.1 | -1.5 | 28 | -0.1% | 13.6% | 7.3% | 12.9% |
| CC(C)Cc1nc2sc3c(=O)[nH]cnc3c2c2c1CCC2 | -53.6 | 597 | -3.3% | 3.0% | i | 43.4 | 1.5 | 57 | 0.2% | 4.7% | -2.9% | 8.7% |
| COc1ccc(/C=C/C(=O)Nc2cc(C(F)(F)F)ccc2Cl)cc1OC | -15.7 | 666 | 3.1% | -0.1% | i | 37.0 | 7.8 | 42 | -0.3% | -0.2% | 6.9% | 1.7% |
| CSc1nc(N2CCOCC2)cc(N2CCOCC2)n1 | 24.4 | 706 | -2.9% | 2.6% | i | 32.2 | 0.3 | 86 | -0.3% | -0.9% | 14.1% | 2.7% |
| O=C(NCc1ccc2c(c1)OCO2)Nc1ccc2ccccc2c1 | 26.0 | 693 | -4.6% | 7.5% | i | 28.7 | 2.2 | 65 | -0.1% | -5.6% | 8.9% | . |
| COc1ccc(CNC(=O)C2CC=CCC2C(=O)O)cc1OC (stereo not given) | 1.1 | 810 | -8.4% | 0.5% | i | 48.4 | -0.6 | 53 | 0.4% | 11.8% | -2.5% | 16.5% |
| CC1=C(CC(=O)NCC(=O)NCC(=O)O)c2cc(F)ccc2/C1=C/c1ccc(S(C)=O)cc1 (stereo not given) | -1.8 | 831 | -3.6% | 2.2% | i | 9.1 | -1.7 | 89 | 0.0% | -9.7% | -1.7% | -2.0% |
| CCOC(=O)C1CCCN(c2ncnc3c2cnn3-c2ccc(Cl)cc2)C1 (stereo not given) | . | . | 0.1% | -3.5% | i | 17.8 | 3.1 | 81 | 0.3% | 8.2% | -4.8% | 5.5% |
| CCN(CC(=O)Nc1cc(Cl)ccc1C)C(=O)COc1ccccc1F | -19.8 | 722 | -3.9% | 0.6% | i | 54.0 | 1.9 | 34 | -0.4% | -7.5% | 13.5% | -0.5% |
| CN(C)c1ccc(-c2noc(C3CCN(S(=O)(=O)c4cccc(C(=O)O)c4)CC3)n2)cc1 | . | . | 8.6% | 17.8% | i | 9.7 | 1.4 | 53 | -0.1% | 16.0% | 1.6% | 5.0% |
| CCc1nc(C)cn1S(=O)(=O)c1cc(Br)ccc1OC | . | . | 2.2% | 14.3% | i | 8.4 | -0.2 | 77 | 0.2% | -9.5% | -4.9% | 7.6% |
| NC(=O)CC(NC(=O)Cc1ccc(Br)cc1)c1ccc(NC2CC3CCC2C3)c([N+](=O)[O-])c1 (stereo not given) | . | . | -10.8% | 16.9% | i | 9.7 | 36.0 | 94 | 0.4% | -1.0% | -2.6% | 7.9% |
| O=C(OCc1ccc([N+](=O)[O-])cc1)C1CCN(S(=O)(=O)c2ccccc2)CC1 | 0.6 | 660 | -2.2% | 20.1% | i | 5.4 | 3.1 | 73 | -0.2% | -1.6% | -1.6% | 6.3% |
| COC(=O)c1cc(Oc2ccc(C(=O)OC)cc2N)cc(C(=O)OC)c1 | -5.4 | 603 | 6.1% | 1.1% | i | 12.6 | 0.2 | 91 | -0.2% | -4.1% | -9.1% | -2.6% |
| COc1cccc(CN2CCN(C(=S)NCc3ccc(Cl)cc3)CC2)c1 | 2.4 | 661 | -0.6% | 0.8% | i | 38.4 | 1.0 | 23 | -0.1% | 4.2% | -1.8% | -0.4% |

This is a random part of the collection (roughly 1.8% active in at least one column).
